PrPC surface inh = reduces human prion protein on the cell surface. hit rate 0.43% among 370,000. cell surface PrPC, TR-FRET read-out. inhibition, % at 13.8 µM. P04156; in the data active means inhibition above about 24%; further: 0% = median of the test wells and 100% = reference compound wells
Yp Topo-I inh = inhibitors of Yersinia pestis topoisomerase I; Y. pestis Topo-I cleavage product accumulation, plate reader; activity, % at 10 µM; hit rate 0.064% among 360,000; AID 504884; in the data active means activity above about 50%, passing the limit was not always enough; inconclusive means no clear call, values can overlap the other calls; further: inactives centre near 2
Vc quorum ag = inducers of Vibrio cholerae quorum light production without autoinducers; V. cholerae BH1578 lux reporter, luminescence, 6 h; activation, % at 18.7 µM; hit rate 0.16% among 350,000; in the data active means activation mostly above about 9.7%, no sharp cut-off; inconclusive means no clear call, values can overlap the other calls; inactive means mostly below about 3.7%; further: not every result past the cut was called active; inactives centre near 0; reference of the scale not given here
CCHF vOTU inh = blocks the CCHF virus ovarian tumor domain protease | inhibition, % at 11.5 µM | hit rate 0.55% among 370,000 | CCHFV vOTU protease, Pep-AMC fluorescence; in the data active means inhibition above about 30%; further: 0% = vehicle wells with enzyme and 100% = no enzyme wells
SSB-PriA inh = inhibitors of Klebsiella pneumoniae PriA binding to SSB C-terminal tail; AlphaScreen SSBct-PriA binding, biotinylated peptide; inhibition, % at 33 µM; hit rate 0.6% among 430,000; AID 1272365; in the data active means inhibition mostly above about 37%, no sharp cut-off; inactive means mostly below about 20%;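 further: plate controls were negative control peptide for no effect and reference peptide for full effect; strong numbers were not always called active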
VHR inh abs = inhibitors of human VHR1 phosphatase (DUSP3); AID 1654; inhibition, % at 13.3 µM; recombinant VHR phosphatase, pNPP absorbance; hit rate 0.52% among 290,000; in the data active means inhibition above about 50%; further: some compounds called inactive have numbers as strong as hits
Target sequence (P51452 whole entry, looked up): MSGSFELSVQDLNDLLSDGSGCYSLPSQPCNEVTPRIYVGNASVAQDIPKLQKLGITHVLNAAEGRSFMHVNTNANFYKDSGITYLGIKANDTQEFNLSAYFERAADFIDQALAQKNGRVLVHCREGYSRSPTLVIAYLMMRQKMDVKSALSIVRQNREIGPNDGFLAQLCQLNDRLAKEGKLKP
Rv3671c protease = inhibits the M. tuberculosis serine protease Rv3671c; AID 2606; hit rate 0.048% among 320,000; inhibition, % at 5.96 µM; in the data active means inhibition above about 38%;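 further: extracellular domain of Rv3671c used as enzyme; 0% = enzyme with DMSO and 100% = no enzyme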
Target sequence (P9WHR9 whole entry, looked up, the tested form may be a part): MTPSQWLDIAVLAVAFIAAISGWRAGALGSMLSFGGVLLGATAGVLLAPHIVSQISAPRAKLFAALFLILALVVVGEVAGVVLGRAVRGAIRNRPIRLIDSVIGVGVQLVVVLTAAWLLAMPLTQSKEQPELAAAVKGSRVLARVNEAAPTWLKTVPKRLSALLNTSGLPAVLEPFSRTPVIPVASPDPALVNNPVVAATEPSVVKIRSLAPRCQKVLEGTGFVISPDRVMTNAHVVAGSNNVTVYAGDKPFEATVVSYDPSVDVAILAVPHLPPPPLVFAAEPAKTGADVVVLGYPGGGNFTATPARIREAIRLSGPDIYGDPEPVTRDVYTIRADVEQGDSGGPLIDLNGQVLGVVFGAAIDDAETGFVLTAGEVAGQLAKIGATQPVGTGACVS
MazF activator = MazEF (E. coli) toxin RNase activation. FAM/BHQ RNA-DNA oligo cleavage fluorescence, 5 h. activation, % at 20 µM. hit rate 0.32% among 350,000. AID 504720; in the data active means activation above about 50%
Target sequence (P0AE70 whole entry, looked up): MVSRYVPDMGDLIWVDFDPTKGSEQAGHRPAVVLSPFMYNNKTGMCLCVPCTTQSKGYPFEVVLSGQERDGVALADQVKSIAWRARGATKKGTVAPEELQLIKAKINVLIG
SARS 3CLpro inh = SARS-CoV 3CLpro protease inhibition. P0C6X7. recombinant SARS-CoV 3CLpro, quenched FRET peptide cleavage. inhibition, % at 6 µM. hit rate 0.14% among 290,000; in the data active means inhibition above about 12%
TcdB inh = TcdB glycohydrolase inhibition; AID 652162; P18177; inhibition, % at 9.99 µM; hit rate 0.24% among 350,000; TcdB glycohydrolase enzymatic assay, plate reader; in the data active means inhibition above about 10%
* = called active by the depositor; i = inactive; ? = inconclusive; nt = not tested or not shown; & = joins results of further samples. These rows are one share of the data; rates above refer to the full screens.

SMILES	PrPC surface inh	Yp Topo-I inh	Vc quorum ag	CCHF vOTU inh	SSB-PriA inh	VHR inh abs	Rv3671c protease	MazF activator	SARS 3CLpro inh	TcdB inh
CCCC(CCC(=O)Nc1ccc(C(=O)OCC)cc1)C(=O)O (configuration not stated)	-8	-2	-0.9	2	-13	22	0	-1	-1	nt
CCCOc1cccc(C2C(C(=O)c3ccc(C)o3)=C(O)C(=O)N2c2nc(C)c(C(C)=O)s2)c1 (configuration not stated)	-5	?	-7.7	27	-1	6	-11	-9	-1	-0.9
O=C(COC(=O)c1ccccc1)c1ccc(Br)cc1	6	18	-0.4	7	-32	10	-13	-2	-2	0.1
CCn1c(CNC(=O)c2cccnc2)cc2ccccc21	2	1	i	-3	-4	16	0	-1	1	1.3
CCCCn1c(NC(=O)CC)c(C#N)c2nc3ccccc3nc21	-4	-3	i	-16	-20	-5	0	4	-1	nt
CCCCC(=NCCc1c(C)[nH]c2ccccc12)C1=C(O)CC(c2ccccc2)CC1=O (configuration not stated)	8	24	-0.4	-18	-7	-8	12	-8	2	-5.3
O=C(O)c1ccccc1NC(=O)C1CCN(S(=O)(=O)c2cccc3nsnc23)CC1	-18	9	i	13	0	4	3	3	8	-0.1
Cc1cccc(NC(=S)NNC(=O)COc2ccc(Cl)cc2Cl)c1	5	0	-0.2	6	1	3	-9	2	5	1.3
COc1ccc(NC(=O)C2=C(C)Nc3nc(CCCO)nn3C2c2ccc(OC)c(OC)c2)cc1 (configuration not stated)	0	-6	-5.6	-3	-14	17	-5	-1	-3	0.7
Cc1cc(C)c(C)c(S(=O)(=O)N2CCN(C(=O)C3CCC3)CC2)c1C	10	24	-2.8	-19	-6	nt	2	1	nt	-0.7
COc1cc(-c2nc(-c3ccccn3)no2)cc(OC)c1OC	0	6	1.7	-9	-8	-2	7	7	-1	nt
Cc1ccc(-n2nc3c(c2NC(=O)/C=C\c2ccc4c(c2)OCO4)CSC3)cc1	-15	-13	0.0	2	0	4	-12	-5	5	-0.1
O=C(Nc1ncccn1)c1ccc([N+](=O)[O-])o1	2	0	nt	-40	-1	8	2	91*	-2	0.2
CCn1ncc(C2=NOC(C(=O)Nc3cc(OC)c(Cl)cc3OC)C2)c1C (configuration not stated)	4	7	i	3	-2	0	-5	2	-5	nt
CCOC(=O)C1CCCN(C2CC(=O)N(c3ccc(C)cc3)C2=O)C1 (configuration not stated)	-5	-6	3.0	21	-19	16	-1	3	-2	0.2
COc1cc(NC(=O)c2cccs2)c(OC)cc1NC(=O)CCn1nnc2ccccc21	0	29	i	-10	12	24	-6	0	3	nt
COc1ccc(C(=O)C2CCCN(C(=O)/C=C/c3cnc[nH]3)C2)c(C)c1 (configuration not stated)	0	0	-0.5	-8	4	-8	-10	-1	2	1.9
C=CCn1c(SCC(=O)Nc2ccccc2OC)nc(O)c(CC)c1=O	-5	-8	-0.4	-6	-18	6	-1	9	-2	nt
COc1ccccc1C(=O)Nc1ccc(S(=O)(=O)Nc2cc(C)on2)cc1	-4	1	i	2	-13	13	5	2	3	nt
S=C(NCC1CCCO1)Nc1cccc2ccccc12 (configuration not stated)	9	7	-0.8	8	-10	34	-3	12	-4	0.2

Grouped by structure: the compounds so far containing a Cl atom
SMILES	PrPC surface inh	Yp Topo-I inh	Vc quorum ag	CCHF vOTU inh	SSB-PriA inh	VHR inh abs	Rv3671c protease	MazF activator	SARS 3CLpro inh	TcdB inh
Cc1cccc(NC(=S)NNC(=O)COc2ccc(Cl)cc2Cl)c1	5	0	-0.2	6	1	3	-9	2	5	1.3
CCn1ncc(C2=NOC(C(=O)Nc3cc(OC)c(Cl)cc3OC)C2)c1C (configuration not stated)	4	7	i	3	-2	0	-5	2	-5	nt

Quoted from the listing.
Value of O=C(Nc1ncccn1)c1ccc([N+](=O)[O-])o1 in Rv3671c protease: 2
Value of Cc1ccc(-n2nc3c(c2NC(=O)/C=C\c2ccc4c(c2)OCO4)CSC3)cc1 in SSB-PriA inh: 0

Next part:
SMILES	PrPC surface inh	Yp Topo-I inh	Vc quorum ag	CCHF vOTU inh	SSB-PriA inh	VHR inh abs	Rv3671c protease	MazF activator	SARS 3CLpro inh	TcdB inh
COc1ccc(NC(=O)c2sc(NC(=O)COc3ccccc3)nc2C)cc1	7	3	i	3	-2	31	-4	10	0	nt
COc1ccc2cc(C=O)n(C)c2c1	-3	3	-5.3	10	-10	nt	-6	7	nt	-0.1
Cc1ccc(C(=O)O/N=C(\N)c2ccccn2)cc1C	3	9	1.5	7	i	13	14	-3	9	-0.5
CCCn1nnc(NC(=O)c2cccc(Cl)c2)n1	-2	2	0.8	1	-8	7	1	5	1	nt
O=C1CSC(c2cccnc2)N1Cc1ccc(Cl)c(Cl)c1 (configuration not stated)	-2	2	-0.8	-9	-2	-12	-9	-4	2	1.5
CCNC(=S)N(Cc1cc2cccc(C)c2[nH]c1=O)C1CCCC1	4	-3	-0.2	10	-5	-22	0	-1	1	1.2
CCOc1ccc(C(=O)CSc2nnc(C3CC3)n2C)cc1	-6	5	-0.2	2	-19	20	4	-6	0	1.2
O=C(OCc1cn(-c2ccc(Cl)c(Cl)c2)nn1)c1ccccc1Cl	-2	0	i	-7	-29	25	4	0	2	nt
C(C#CCN1CCOCC1)#CCN1CCOCC1	-4	-3	-5.0	4	-5	nt	nt	4	nt	0.9
CC(=O)c1ccc(OCCCC(=O)Nc2nnc(C3CC3)s2)cc1	-4	10	i	5	-10	nt	-5	12	nt	2.7
O=C(Cc1cccc(NC(=O)C2CCCN(C(=O)C3CCCC3)C2)c1)Nc1cccc(C(=O)N2CCOCC2)c1 (configuration not stated)	-2	20	i	-2	-17	nt	nt	-2	nt	0.7
COc1cc(NC(=S)NCCc2ccccc2)c(OC)cc1NC(=O)C(C)C	-2	6	i	9	6	11	-1	6	-5	0.2
CSCc1cccc(C(=O)OC(C)C(=O)Nc2c(C)n(C)n(-c3ccccc3)c2=O)c1 (configuration not stated)	7	-1	-0.1	0	-6	nt	5	4	nt	-0.2
O=C(Nc1ccccc1Cl)NC1(C(=O)N2CCC(O)CC2)CCCCC1	5	10	-0.1	-7	12	12	-7	-7	-8	1.8
COC(=O)C1=C(C)N=C2SC(C#N)=C(N)N2C1c1cc(OC)c(OC)c(OC)c1 (configuration not stated)	0	-14	i	2	2	19	1	2	4	nt
Cc1nnc(NC(=O)CSc2nnc(Cc3ccccc3)n2Cc2ccccc2)s1	5	-4	-0.5	11	-2	8	10	1	2	nt
O=C(CSc1nnc(NC(=O)c2ccccc2F)s1)NC1CCCC1	-3	5	-0.2	11	-4	-3	2	10	-4	1.1
COc1ccc([N+](=O)[O-])cc1NC(=O)C(C)Sc1nc(C)c(C)c(C)n1 (configuration not stated)	3	6	-0.3	-12	-21	-2	-2	-3	3	nt
Cc1cc(Br)ccc1SCC(=O)OCC(=O)Nc1ccc2[nH]c(=O)[nH]c2c1	2	3	0.7	-11	-3	nt	4	16	nt	0.0
O=C(/C=C/c1ccco1)NC(=S)Nc1nc(-c2ccc3ccccc3c2)cs1	-1	-6	-1.7	7	3	6	1	7	10	0.9

Part of the list above, bar-delimited:
SMILES | PrPC surface inh | Yp Topo-I inh | Vc quorum ag | CCHF vOTU inh | SSB-PriA inh | VHR inh abs | Rv3671c protease | MazF activator | SARS 3CLpro inh | TcdB inh
C(C#CCN1CCOCC1)#CCN1CCOCC1 | -4 | -3 | -5.0 | 4 | -5 | nt | nt | 4 | nt | 0.9
CC(=O)c1ccc(OCCCC(=O)Nc2nnc(C3CC3)s2)cc1 | -4 | 10 | i | 5 | -10 | nt | -5 | 12 | nt | 2.7
O=C(Cc1cccc(NC(=O)C2CCCN(C(=O)C3CCCC3)C2)c1)Nc1cccc(C(=O)N2CCOCC2)c1 (configuration not stated) | -2 | 20 | i | -2 | -17 | nt | nt | -2 | nt | 0.7

More results
SMILES	PrPC surface inh	Yp Topo-I inh	Vc quorum ag	CCHF vOTU inh	SSB-PriA inh	VHR inh abs	Rv3671c protease	MazF activator	SARS 3CLpro inh	TcdB inh
COc1cc2c(cc1OC)CN(C(=S)Nc1cccc(Cl)c1C)CC2	1	-4	-0.9	2	-1	-8	2	10	3	-0.9
Cc1cc(C)cc(OCc2nnc(SCC(=O)N3CCCCC3)o2)c1	-1	41	-16	1	-5	5	-1	8	-1	-0.6
CCN(CC)C(=O)c1cccc(NC(=O)CCc2nc3sc4c(c3c(=O)[nH]2)CCCC4)c1	2	8	-0.7	-7	-5	nt	nt	1	nt	-0.4
CCCCn1c(N)c(N(CC(C)C)C(=O)CN2C(=O)NC3(CCC(C(C)(C)CC)CC3)C2=O)c(=O)[nH]c1=O (configuration not stated)	2	15	i	12	-8	nt	nt	-5	nt	0.3
CCc1cc(C(=O)OC)c(NC(=O)C2CC(=O)NN2Cc2ccccc2)s1 (configuration not stated)	-3	9	-0.2	6	11	21	-11	-6	1	nt
S=C(NCCc1ccc(Cl)cc1)NC1CC1	5	-10	-0.4	-5	-6	36	2	-1	4	1.0
COc1ccc(CN(C)CC2CCCN(CCc3ccccc3C)C2)cc1O (configuration not stated)	0	2	-0.3	-7	16	15	3	14	2	0.6
CC(Sc1nnc(Cc2ccc([N+](=O)[O-])cc2)o1)C(N)=O (configuration not stated)	-7	-6	i	-29	-11	28	0	0	1	1.4
Cc1ccc2oc(-c3cccc(NC(=O)Cc4cccs4)c3)nc2c1	3	-2	i	-11	5	12	1	-52	2	nt
Cc1ccc(C)c(OCCC(=O)Nc2cccc(S(=O)(=O)N3CCCC3)c2)c1	-2	-10	0.3	-2	-12	nt	-6	4	nt	1.4
CC(C)NC(=O)N(C)C[C@@H]1OCc2cn(nn2)CCCC(=O)N([C@H](C)CO)C[C@H]1C	-6	0	-0.4	0	nt	nt	nt	3	nt	0.6&-0.9
Nc1c(C(=O)O)ccc2c1C(=O)c1ccccc1C2=O	-50	-5	-1.4	-1	22&12	9	-8	-22	8	0.8
CC1=Nn2c(nnc2-c2cc(C)[nH]n2)SC1	3	-6	i	19	-9	1	1	3	-5	nt
CC(C)(C)NC(=S)NC(C)(C)C	2	9	0.3	-7	0	-4	nt	5	0	1.1
CN(C)S(=O)(=O)c1ccc(C(=O)Nc2nc(-c3cccs3)cs2)cc1	-3	11	-0.2	3	-1	-35	2	3	-1	0.0
OC(c1ccccc1)c1ncc(-c2ccc(Cl)cc2)[nH]1 (configuration not stated)	14	-10	i	-8	nt	nt	nt	nt	nt	-1.3

Screening results: PubChem BioAssay, several laboratories
